Compound activity deposited in PubChem BioAssay by Fisher Drug Discovery Resource Center.
mcGAS lum – cyclic GMP-AMP synthase inhibitors, mouse, primary biochemical chemiluminescence. recombinant cGAS, Kinase-Glo ATP depletion luminescence. inhibition, % at 12.5 µM. actives 0.15% (n = 160,000). AID 1259399, 2018;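 further: 0% = negative control wells and 100% = reference inhibitor with no enzyme activity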
hcGAS lum – Primary biochemical luminescence assay for human cyclic GMP-AMP synthase inhibitors; Q8N884; recombinant h-cGAS, ATP depletion, Kinase-Glo luminescence; inhibition, % at 12.5 µM; actives 0.081% (n = 290,000);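 further: 0% = vehicle reaction and 100% = reaction without DNA for no activity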
Target sequence (Q8N884 whole entry, looked up): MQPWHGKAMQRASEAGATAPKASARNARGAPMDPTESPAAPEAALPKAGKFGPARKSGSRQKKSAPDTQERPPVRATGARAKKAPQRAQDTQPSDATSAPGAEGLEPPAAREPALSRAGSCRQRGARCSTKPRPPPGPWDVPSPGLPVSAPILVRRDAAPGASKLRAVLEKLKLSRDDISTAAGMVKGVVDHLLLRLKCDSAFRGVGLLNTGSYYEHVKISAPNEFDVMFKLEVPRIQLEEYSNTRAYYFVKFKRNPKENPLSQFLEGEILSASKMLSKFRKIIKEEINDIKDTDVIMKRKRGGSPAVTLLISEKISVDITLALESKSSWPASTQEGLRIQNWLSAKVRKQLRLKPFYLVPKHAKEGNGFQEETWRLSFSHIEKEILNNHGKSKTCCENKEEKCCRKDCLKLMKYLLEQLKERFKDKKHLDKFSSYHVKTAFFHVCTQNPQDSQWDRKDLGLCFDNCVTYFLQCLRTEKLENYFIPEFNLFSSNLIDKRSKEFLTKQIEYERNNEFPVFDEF
NPYLR7 agonist – agonists of mosquito NPYLR7 receptor, primary screen, cell-based, Aedes aegypti, calcium fluorescence, mosquito biting behavior. Aedes aegypti neuropeptide Y-like receptor 7 (NPYLR7). HEK293T NPYLR7/Galpha15, GCaMP6s calcium fluorescence. activation, % at 10 µM. actives 0.15% (n = 270,000); in the data active means activation above about 40%;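 further: 0% = vehicle and 100% = reference agonist at the receptor; some compounds past the cut are filed as inactive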
An asterisk follows results filed as active; . = not tested or not shown. Unless noted, no stated cut-off is given here; in the data, active means inhibition above about 40%; inactive means the rest.

SMILES | mcGAS lum | hcGAS lum | NPYLR7 agonist
O=C(O)c1cc(-c2ccsc2)cc(S(=O)(=O)N2CCOCC2)c1 | -18 | 3 | 29
CC(C)Cc1cc(C(=O)NC[C@@H]2CCNC[C@H]2O)n(C)n1 | -10 | -3 | 49
Cc1nonc1CN(C)C1CCC2(CCNCC2)CC1 | -3 | -6 | .
CC(=O)Nc1ccc(/C=C2\C=Cc3ccccc32)cc1 | . | -2 | 9
CCCc1cc(=O)[nH]c2n[nH]c(=S)n12 | . | -3 | -3
C=CCn1c2c(c(=O)[nH]c1=O)C(c1ccc(C)cc1)C1C(=O)OCC1=N2 (configuration not stated) | . | -10 | 3
Cc1ccc(NC(=O)Cn2ncn3nc(-c4ccccc4)cc3c2=O)cc1F | -9 | -7 | -12
O=C(CN1C(=O)C(=O)N(CCC2=CCCCC2)C1=O)NCC(F)(F)F | . | -6 | 11
COc1ccc(CCNC(=O)CC(c2cccc(OC)c2OC)c2c[nH]c3ccccc23)cc1OC (configuration not stated) | -10 | -5 | -5
COc1ccc(CCn2c(C)nc3c(c(=O)c4ccccc4n3C)c2=O)cc1OC | . | -2 | 2
COC(=O)CSc1cc(C)nc2c(-c3ccccc3)c(C)nn12 | -8 | -3 | -5
O=C(Nc1ccc(-c2ccn[nH]2)cc1)C1CCCN(Cc2ccc(CO)o2)C1 (configuration not stated) | . | -3 | 3
O=C(Cc1ccc(Oc2nc(Cc3ccccc3)ns2)cc1)NCCN1CCOCC1 | -9 | -5 | 14
CCOC(=O)N1CCC(N(C)C2CCCN(CCc3ccccc3)C2)CC1 (configuration not stated) | . | -7 | 6
FC(F)(F)c1ccc(NN=Cc2c3ccccc3cc3ccccc23)nc1 | . | -4 | 17

Rewritten as a markdown table: five of the compounds above
| canonical_smiles | mcGAS lum | hcGAS lum | NPYLR7 agonist |
| --- | --- | --- | --- |
| O=C(CN1C(=O)C(=O)N(CCC2=CCCCC2)C1=O)NCC(F)(F)F | . | -6 | 11 |
| COc1ccc(CCNC(=O)CC(c2cccc(OC)c2OC)c2c[nH]c3ccccc23)cc1OC (configuration not stated) | -10 | -5 | -5 |
| COc1ccc(CCn2c(C)nc3c(c(=O)c4ccccc4n3C)c2=O)cc1OC | . | -2 | 2 |
| COC(=O)CSc1cc(C)nc2c(-c3ccccc3)c(C)nn12 | -8 | -3 | -5 |
| O=C(Nc1ccc(-c2ccn[nH]2)cc1)C1CCCN(Cc2ccc(CO)o2)C1 (configuration not stated) | . | -3 | 3 |

Remaining list, next part:
SMILES | mcGAS lum | hcGAS lum | NPYLR7 agonist
COc1ccc(C(C)C)cc1CN1CCN(c2ncc(F)cn2)CC1 | 1 | 3 | 5
CCCCCN(CC(=O)Nc1cc(-c2ccccc2)nn1-c1ccccc1)C(=O)c1ccccc1F | -9 | -10 | .
CCN(CC)CCCC(C)NC(=O)c1c(C)noc1-c1ccco1 (configuration not stated) | -6 | -6 | 4
Cc1ccc(N2CN=C(c3ccccc3)NC2=S)cc1 | -8 | -6 | -7
NC(=N/N=C\c1ccccc1)SC1CC(=O)N(c2ccccc2)C1=O (configuration not stated) | -8 | -20 | 3
Cn1cc(-c2noc(-c3cc4c(s3)CCC4)n2)cn1 | -14 | -9 | -2
CCc1cnc(N2CCC(N3CCCC(C(=O)NC4CC4)C3)CC2)nc1 (configuration not stated) | . | 0 | 12
COc1ccc(CN(CC(C)C)C(=O)C2CC2)cc1OS(=O)(=O)c1cccc(C(F)(F)F)c1 | -7 | -10 | 31
Fc1cccc(Cl)c1-c1nccn1Cc1cnc2ccccn12 | . | -8 | -1
CC1(C(=O)NCc2ccc3c(c2)OCO3)CCN1CC1CCCCC1 (configuration not stated) | . | -6 | 0
Cn1ccnc1C(NC(=O)c1cccc(S(=O)(=O)N2CCCCC2)c1)c1ccccc1F (configuration not stated) | . | -6 | -2
N#CCOc1ccc(NS(=O)(=O)c2cc(F)cc(F)c2)cc1 | . | -5 | -4
CCC(C(N)=O)c1ccccc1 (configuration not stated) | -4 | -7 | .
COc1cccc(COC(CN2CCN(C(=O)NCCc3ccc4c(c3)OCO4)CC2)c2ccc(Cl)cc2)c1 (configuration not stated) | -5 | -3 | 3
O=C(NCc1coc(-c2ccccc2)n1)C1CCC(=O)N(Cc2ccccn2)C1 (configuration not stated) | . | -8 | 4
Nc1c(C(=O)Nc2cccc(Cl)c2)c2ccccn2c1C(=O)c1ccc(Cl)cc1 | 0 | -2 | -3
Nc1cccc(-c2cnc3ccc(NCC4CC4)nn23)c1 | -1 | 3 | -3
CN(C(=O)c1ccc(CSc2ncn[nH]2)o1)C1Cc2ccccc2C1 | -17 | -4 | 11
O=C(N1CCN(C(=O)N2c3ccccc3CCc3ccccc32)CC1)N1c2ccccc2CCc2ccccc21 | -5 | -3 | -1
O=C(c1cc2nc(-c3cccs3)cc(C(F)(F)F)n2n1)N1CCN(c2ccccc2)CC1 | 0 | 0 | -8
Cc1cc(OCCCC(=O)NCc2ccc(F)cc2)ccc1Cl | . | -8 | 7
COCCNC(=O)c1coc(CN(CCc2c[nH]c3ccccc23)Cc2cccs2)n1 | -5 | -5 | .
Cc1nn(C)c(Cl)c1C1CCCN1C(=O)c1ccn[nH]1 (configuration not stated) | . | -10 | -6
Oc1cccc(-c2cn(CCCc3nc4ccc(F)cc4[nH]3)nn2)c1 | . | -5 | -1
Cc1ccc(C)c(NC(=O)CSc2nc3c(c(=O)n2Cc2ccccc2)SCC3)c1 | -9 | -6 | -3
CN(CCOc1ccc(-c2ccc3c(c2)OCO3)cc1C(C)(C)C)CC(=O)O | . | -3 | -12
COCC(=O)N(Cc1ccc(F)cc1)Cc1cc(NC(=O)NC(C)C)ccc1N(C)C | -3 | 0 | 2
COc1ccc(C2SCCN2C(=O)Nc2cccc(Br)c2)cc1OCc1ccccc1 (configuration not stated) | -5 | -2 | 15
COc1ccc(CN2CCn3nc(C(=O)O)cc3C2=O)cc1 | . | 1 | -12
O=C(O)C1CN(C(=O)c2cc(-n3cccn3)ccc2Cl)CCN1 (configuration not stated) | . | -6 | 8
CN(C)c1ccc(CNC(=O)NCc2cc(F)ccc2F)cn1 | -14 | -6 | 8
COc1cc(-c2cc3c(cn2)ncn3Cc2ccc(OC)c(OC)c2)ccc1O | -8 | -3 | 5
O=S(=O)(CCO)Cc1sccc1Br | -5 | 0 | 1
O=c1[nH]c(=S)c2c(n1Cc1ccccc1)CCC2 | -8 | -8 | 0
CCCCc1cnc2c(c1SCc1cc(OC)cc(OC)c1)c(=O)n(C)c(=O)n2C | 0 | 2 | 2
CCn1ncc(S(=O)(=O)N2CCC(N3CCCC3=O)CC2)c1C | -10 | -5 | .
CC(C)(C)c1ccc(C(=O)N(Cc2cccc(OS(=O)(=O)c3cccc(C(F)(F)F)c3)c2)Cc2ccco2)cc1 | -7 | -14 | 3
Cc1cc(NC(=O)CNC(c2ccccn2)C(C)C)ccc1Cl (configuration not stated) | . | -4 | 18
CC/C=C(\C)CN1CCN(C)C2(CCN(C(=O)c3ccccc3F)CC2)C1 | -11 | -9 | 6
CCOc1ccc(C(C2Sc3nc(C)nn3C2=O)N2CC(C)OC(C)C2)cc1 (configuration not stated) | -10 | -8 | 0
O=c1ccc(-c2ccccc2)nn1Cc1ccncc1 | . | -10 | 12
Cc1ccc(-n2ccnc(SCC(=O)NCCc3ccccc3)c2=O)cc1F | -1 | 3 | 5
CN(CC(=O)N1CCNC1=O)C(c1ccccc1)c1ccccc1 | -7 | -6 | 4
CC(=O)NCCc1nc2ccccc2n1CCCOc1cccc2ccccc12 | . | 0 | -15
Cc1ccc(-c2csc(-n3[nH]c(C)c(N=Nc4ccc([N+](=O)[O-])cc4Cl)c3=O)n2)cc1 | -6 | -10 | 9
Cc1cc(=O)n2[nH]c(CC(=O)N3CCC4(CCOCC4)CC3)nc2n1 | . | -2 | -1
O=C1CSC(=S)N1N1C(=O)c2ccccc2C1=O | . | -3 | 2
COc1cccc(-n2ccc3c(cnc4nc(C(F)(F)F)nn43)c2=O)c1 | . | 6 | -1
O=C(NC(Cn1ccnc1)c1ccccc1)c1ccc(-n2cnnn2)cc1 (configuration not stated) | . | -1 | 12
Cc1nn2c(NCCOCCO)c3c(nc2c1-c1ccccc1)CCCC3 | -7 | -9 | 2
COc1ncccc1-c1ccc(-c2ncc(C)cn2)cc1 | . | -5 | 14
CC(Cl)C(=O)N1CCC2(CC1)SCCN2C(=O)c1ccc(C(F)(F)F)cc1 (configuration not stated) | -1 | 3 | 11
CN(Cc1cnn(-c2ccccc2)c1)C(=O)C1CNCCO1 (configuration not stated) | . | -3 | -9
Cc1ncc(CNC(=O)Nc2ccc(N(C)C)c(Cl)c2)s1 | . | -18 | 6
CN(C(=O)C1=COC2=NC(=O)N(Cc3ccc(S(C)(=O)=O)cc3)CCN12)c1ccccc1 | . | -4 | -3
CCCCN1CCC(NS(=O)(=O)Cc2cccc(OC)c2)CC1 | . | -3 | -6
CCc1nc2n(n1)C(=O)C(C(c1ccc(Cl)cc1)N1CCN(C(C)=O)CC1)S2 (configuration not stated) | -5 | -1 | -6
CCOC(=O)CNC(=O)N1CCC(CCCc2ccccc2)(C(=O)OCC)CC1 | -13 | 0 | -2
Oc1c2cccnc2cn1C1COC2(CCCC2)C1 (configuration not stated) | . | 0 | 3
COc1ccc(/C=C2\CCCC3C2=Nc2ncnn2C3c2ccc(OC)cc2)cc1 (configuration not stated) | -7 | 6 | 3

Entries above that contain a thiophene ring, fused or not (5):
SMILES | mcGAS lum | hcGAS lum | NPYLR7 agonist
O=C(O)c1cc(-c2ccsc2)cc(S(=O)(=O)N2CCOCC2)c1 | -18 | 3 | 29
Cn1cc(-c2noc(-c3cc4c(s3)CCC4)n2)cn1 | -14 | -9 | -2
O=C(c1cc2nc(-c3cccs3)cc(C(F)(F)F)n2n1)N1CCN(c2ccccc2)CC1 | 0 | 0 | -8
COCCNC(=O)c1coc(CN(CCc2c[nH]c3ccccc23)Cc2cccs2)n1 | -5 | -5 | .
O=S(=O)(CCO)Cc1sccc1Br | -5 | 0 | 1

Only NPYLR7 agonist and hcGAS lum, for 2 of the compounds above:
| molecule | NPYLR7 agonist | hcGAS lum |
| --- | --- | --- |
| CCc1nc2n(n1)C(=O)C(C(c1ccc(Cl)cc1)N1CCN(C(C)=O)CC1)S2 (configuration not stated) | -6 | -1 |
| CCOC(=O)CNC(=O)N1CCC(CCCc2ccccc2)(C(=O)OCC)CC1 | -2 | 0 |

Remaining list, next part:
SMILES | mcGAS lum | hcGAS lum | NPYLR7 agonist
O=C(C1CCOCC1)N1C[C@H](Nc2cc(C3CC3)ncn2)[C@@H](C2CC2)C1 | 1 | 5 | .
CC1CCc2c(C(=O)OCC(=O)NCc3cccs3)csc2C1 (configuration not stated) | . | -5 | -3
O=C(C1COc2ccccc2O1)N(CCO)Cc1cccs1 (configuration not stated) | . | 0 | -2
COC(=O)[C@@H]1C[C@@H](NC(=O)c2ccc(CN3CCC(C)CC3)o2)CN1C | . | -1 | 2
CCCCN(C)c1c(C)nc2ccc(C(=O)NCCc3ccccn3)cn12 | -2 | -9 | -6
CC(C)C(=O)N1N=C(c2ccc(NS(C)(=O)=O)cc2)CC1c1cccc(F)c1 (configuration not stated) | -9 | -10 | .
CC1CN(C2CCN(C(c3ccccc3)C(C)C)CC2)CCO1 (configuration not stated) | . | 2 | 3
c1ccc(Cc2n[nH]c(Cn3c(C4CC4)nc4ccccc43)n2)cc1 | -12 | 3 | -2
c1ccc(COC2CCN(Cc3nc(-c4cccs4)no3)CC2)cc1 | . | -1 | 2
O=c1[nH]c(O)c(N=Nc2c(Br)cc(Cl)cc2Br)c(=O)[nH]1 | 1 | -6 | -1
O=C1CCc2c(ccc3ccccc23)O1 | . | 0 | 1
CCc1nc2c(OCC(=O)c3ccc(F)cc3)cccn2c1N(C)C(=O)C(C)C | -2 | -1 | 2
Cc1ccc(NCN2C(=O)C3C4C=CC(C4)C3C2=O)cc1C (configuration not stated) | . | -4 | -2
N#CC(C(=O)c1cn(-c2cccc(Br)c2)nn1)c1nc(-c2ccccn2)cs1 (configuration not stated) | . | 4 | 1
COc1cc(Nc2ccc(NC(=O)c3ccc4c(c3)OCO4)cc2)nc(C)n1 | -6 | -6 | 6
Cc1noc(C)c1CN(C)C(=O)c1cc(C(C)C)[nH]n1 | . | -18 | 8
CSc1cccc(NC(=O)CCc2csc(NC(=O)c3ccc[nH]c3=O)n2)c1 | -2 | -4 | -11
CCC(C)NC(=O)C(C)Oc1ccc(Br)cc1Br (configuration not stated) | . | -11 | -4
O=C(O)C=C1OC(=O)c2ccccc21 | . | -2 | -10
Cc1cccc(-c2nnc(C(C)N(C)Cc3nc4ccccc4c(=O)[nH]3)o2)c1 (configuration not stated) | . | 5 | 0
CN(Cc1ccc(Oc2ncccn2)cc1)C1CCCN(C2Cc3ccccc3C2)C1 (configuration not stated) | . | 0 | 4
